Bioassay records (PubChem BioAssay)
DT40 TDP1 no CPT = qHTS for Inhibitors of human tyrosyl-DNA phosphodiesterase 1 (TDP1): qHTS in cells in absence of CPT; DT40 Tdp1-/- hTDP1 cells, no CPT, ATP luminescence, 48 h; Potency, µM (series often up to 46.2 µM), without a hit: top-dose activity change, negative = growth inhibition, most hits filed as inhibitors; hit rate 15% among 420,000; also: nearly all actives have a fitted effect of over 55% in size
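Readout: luminescence from CellTiter-Glo after 30 min in the dark at RT. Cells: DT40 Tdp1-/- with stable hTDP1, 400/well. Exposure: compounds alone, ≥48 hr, 37 °C.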
TDP1 cell CPT = DT40-hTDP1 cell growth loss with CPT. chicken DT40 Tdp1-/-;hTDP1 cells + 20 nM CPT, ATP luminescence, 48 h. Potency, µM (series often up to 46.2 µM), inactives show top-dose activity change, negative = growth inhibition, actives largely listed as inhibitors. hit rate 12% among 420,000. AID 686979; also: nearly all actives have a fitted effect of over 55% in size
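Cell growth measured by CellTiter-Glo luminescence after a minimum 48 h, 37 C compound exposure with 20 nM CPT in Tdp1-knockout DT40 cells stably expressing hTDP1, seeded 400/well; qHTS titration format.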
GCN5L2 inh = inhibitors of human GCN5L2 histone acetyltransferase | hit rate 0.21% among 390,000 | AID 504327 | Potency, µM (highest dose often 58.9 µM), without a hit: at the top dose activity change, negative = inhibition, most hits filed as inhibitors | GCN5L2 HAT assay, ThioGlo1 CoA-SH fluorescence | Q92830
Target sequence (Q92830 whole entry, looked up): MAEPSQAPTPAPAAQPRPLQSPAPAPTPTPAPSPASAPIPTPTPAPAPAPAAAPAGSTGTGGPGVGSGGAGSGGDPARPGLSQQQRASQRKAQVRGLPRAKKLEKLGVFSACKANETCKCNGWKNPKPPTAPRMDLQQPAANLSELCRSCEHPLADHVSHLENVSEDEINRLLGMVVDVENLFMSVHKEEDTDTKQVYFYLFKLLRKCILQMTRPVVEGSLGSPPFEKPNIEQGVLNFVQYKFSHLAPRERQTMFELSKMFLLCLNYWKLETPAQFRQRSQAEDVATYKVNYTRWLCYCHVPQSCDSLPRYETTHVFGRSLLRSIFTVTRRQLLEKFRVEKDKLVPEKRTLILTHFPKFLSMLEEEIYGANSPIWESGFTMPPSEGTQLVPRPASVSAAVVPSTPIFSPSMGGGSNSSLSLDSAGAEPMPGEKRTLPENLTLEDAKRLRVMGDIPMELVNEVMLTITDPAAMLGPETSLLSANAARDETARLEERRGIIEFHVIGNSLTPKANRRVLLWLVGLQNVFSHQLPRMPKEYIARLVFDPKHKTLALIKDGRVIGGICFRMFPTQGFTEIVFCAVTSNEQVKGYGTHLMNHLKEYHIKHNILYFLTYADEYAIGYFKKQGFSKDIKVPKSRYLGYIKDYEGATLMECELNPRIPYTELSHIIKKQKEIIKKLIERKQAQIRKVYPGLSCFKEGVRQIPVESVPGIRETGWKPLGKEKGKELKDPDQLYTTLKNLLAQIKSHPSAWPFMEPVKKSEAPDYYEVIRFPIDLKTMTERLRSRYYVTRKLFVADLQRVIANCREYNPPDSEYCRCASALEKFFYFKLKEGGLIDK
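GCN5L2 (20nM final) in 50mM HEPES, 0.1mM EDTA pH 7.5, 0.01% Tween-20 was preincubated 15 min at room temperature with compound, then given ThioGlo1 (50uM), H3(1-25) peptide (75uM) and acetyl-CoA (70uM); CoA-thiol fluorescence (Ex340/Em540) was read at 0 and 20 min.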
* hit, by the source's call; ? = inconclusive; / = no result given; & = joins results of further samples; [ ] = remark or other dose. Calls follow the shape of the dose curve; as a rule, active = well fitted curve in the direction sought with a large enough effect; inconclusive = small, poorly fitted or top-dose-only effect, or another doubt; inactive = no such curve, though single readings can be large; an effect the other way counts as inactive or inconclusive. % is scaled to controls: 0 for no effect and ±100 for the full control effect; potency is read from the fitted curve at half-maximal effect.

SMILES	DT40 TDP1 no CPT	TDP1 cell CPT	GCN5L2 inh
O=[N+]([O-])c1cccc2ccc(/C=C/c3cccc(Br)c3)nc12	?	-7%	1%
CCCCc1nc(SCC(=O)Nc2ccc(S(N)(=O)=O)cc2)n[nH]1	-7%&-15%	-4%&0%	-1%&1%
COc1ccc(CN(C)C(=O)Cc2ccc(OC)c(S(=O)(=O)N3CCOCC3)c2)cc1OC	34%[activator]	2%	-2%
Cn1c(CC(=O)Nc2ccc(F)cc2)nnc1SCC(=O)NC1CCCCC1	10%	2%	0%
O=C1OC(C(=O)Nc2ccc(Cl)c(C(F)(F)F)c2)Cc2ccccc21 (stereo not given)	-14%	-29%	-3%
COc1cc(SC)ccc1C(=O)NC1CCCc2ccccc21 (stereo not given)	?	?	-13%
CC(=O)Nc1ccc(S(=O)(=O)N2CCCC(C(=O)N3CCN(c4ccccc4)CC3)C2)cc1 (stereo not given)	21µM*	23µM*	-6%
COc1cccc(C(C)(O)c2nc(-c3ccoc3)cs2)c1 (stereo not given)	?	?	/
Oc1ccc(-c2nc3ccc(Cl)cn3c2Nc2ccc3c(c2)OCO3)cc1	?	?	-6%
CC(C)N1C(=O)C2C(C(=O)NCc3ccccc3)C3C=CC2(O3)C1C(=O)NC(C)(C)C (stereo not given)	0%	11%	-1%

Brought forward from above: two entries, then new ones.
SMILES	DT40 TDP1 no CPT	TDP1 cell CPT	GCN5L2 inh
Oc1ccc(-c2nc3ccc(Cl)cn3c2Nc2ccc3c(c2)OCO3)cc1	?	?	-6%
CC(C)N1C(=O)C2C(C(=O)NCc3ccccc3)C3C=CC2(O3)C1C(=O)NC(C)(C)C (stereo not given)	0%	11%	-1%
CCOC(=O)c1c(SC)[nH]c2c(Cl)cccc2c1=O	-12%	5%	-24%
CN(C)c1nc2n(c(=O)n1)CCO2	-3%	-2%	-6%
O=C(Nc1cccc(-c2nc3ncccc3o2)c1)c1ccco1	-26%	-7%	-4%
COC(=O)c1ccccc1NC(=O)Cn1c(=O)nc(-c2ccccc2)c2cc(Cl)ccc21	-25%	5%	6%
COc1ccc(C2CC(c3cccs3)=NN2C(=O)CSc2nc(=O)n3cc(C)ccc3n2)cc1 (stereo not given)	-19%	-8%	-17%
Cc1ccc2nc(SCC(=O)N3CCCCCC3)nc(=O)n2c1	-5%	18%	-7%
COCCN(Cc1cc2cc(C)c(C)cc2nc1Cl)C(=O)N1CCOCC1	0%	3%	-1%
COc1ccc(/C=N/n2nnnc2N)c(OC)c1	5%	21%	-13%
CCOCCCN(C(=O)Cn1nnc2ccccc21)C(C(=O)NCc1ccco1)c1ccncc1 (stereo not given)	2%	-21%	2%
CCN1C(=O)N/C(=C/c2ccc(C)o2)C1=O	21µM*	23µM*	-15%
O=C(CSc1nccc(=O)[nH]1)NC1CCCC1	0%	5%	-6%
CN(C)c1ccc(C(C[N+](=O)[O-])c2c(N)n(C)c(=O)n(C)c2=O)c(F)c1C#N (stereo not given)	2.1µM*	2.3µM*	-2%
Cc1ccc(NC2CCCN(C(=O)c3ccccc3N3CCOCC3)C2)cc1C (stereo not given)	-3%	-17%	-20%
c1ccc(Cn2cc(-c3cccnc3)cn2)cc1	-8%	?	-10%
CC(C)CN(CCNC(=O)CN1C(=O)COc2ccc(S(=O)(=O)N3CCOCC3)cc21)CC(C)C	9%	-8%	-22%
Cc1cccc2c1-c1sc(C(=O)Nc3ccccc3N3CCN(C)CC3)cc1CO2	18µM*	18µM*	-21%
Cc1nnc2sc(-c3ccc(NC(=O)CSc4ccc(Cl)cc4)cc3)nn12	-15%	-22%	-7%
O=[N+]([O-])c1ccc(N2CCN(CCO)CC2)c2ncccc12	1%	10%	-8%
COc1ccc(S(=O)(=O)c2c(Nc3ccc(F)cc3)sc(C(=O)c3ccc(C)cc3C)c2N)cc1	?	?	-12%
COc1cccc(NS(=O)(=O)c2ccc(S(=O)(=O)N3CCOCC3)cc2)c1	?	?	-6%
O=C(C1CCN(S(=O)(=O)c2cccc3nsnc23)CC1)N1CCCc2ccccc21	?	-27%	-8%
CCN1C(=O)CC2(C[N+]3(C)CCC2CC3)C1=O (stereo not given)	12%	-5%	1%
CC(C)C(NS(=O)(=O)c1cccc(C(F)(F)F)c1)C(=O)O (stereo not given)	3%	-3%	-4%
C/C(Cl)=C/Cn1c(NCCCn2ccnc2)nc2c1c(=O)[nH]c(=O)n2C	1%	-18%	-4%
Cc1c(C(=O)NCCN2C(=O)S/C(=C\c3cccs3)C2=O)cccc1[N+](=O)[O-]	0%	-20%	-1%
COC(=O)c1sc(C(F)(F)F)c(-c2ccccc2)c1S(=O)(=O)N1CCOCC1	-4%	3%	/
COc1ccc(N(CC(=O)NCCSC2CCCCC2)S(C)(=O)=O)c(OC)c1	-22%	?	-21%
CC1(O)N(CCC(=O)Nc2cccc(F)c2)C(=O)OC12CCCCC2 (stereo not given)	14%	18%	-4%
CCOc1ccccc1N1CCN(C2=C(NS(=O)(=O)c3cccs3)C(=O)c3ccccc3C2=O)CC1	26µM*	?	-28%
Cc1ccc(NC(=O)Cn2c([N+](=O)[O-])cnc2C)cc1Cl	-12%	-6%	-21%
CCOC(=O)C1CCN(C(=O)c2ccc(Oc3cc(Cl)cc(Cl)c3)o2)CC1	-15%	0%	-7%
O=C(O)CCCN=CC1=C(O)C(C(=O)c2ccccc2)CCC1=O (stereo not given)	2%	7%	-2%
O=C(c1cc2c(ccc3ccccc32)o1)N1CCCCC1	?	?	-4%
CCOc1ccc(NC(=O)CNC(=O)c2ccc(OC)cc2)cc1	-2%	23%	6%
O=C(COC(=O)Cc1ccsc1)Nc1ccc(S(=O)(=O)N2CCOCC2)cc1	-14%	-8%	-3%
CCCc1cc(=O)n(-c2nc3ccccc3s2)[nH]1	17%	0%	-4%
COc1ccc(NC(=O)C2CCCN(S(C)(=O)=O)C2)cc1Cl (stereo not given)	0%	9%	-1%
O=C(C[n+]1ccccc1Br)c1ccc2c(c1)CCCC2	20µM*	?	/
N#CCCN(Cc1ccccc1)C(=S)NC(=O)c1ccccc1	9.2µM*	9.2µM*	-6%
COc1ccc(N2CCN(C(=O)Nc3ccc(S(=O)(=O)N(C)C)cc3)CC2)cc1	?	?	-4%
Cc1ccc(/C=N/Nc2cccc3cccnc23)c(O)c1	?	-7%	-11%
COc1cc(/C=N\NC(=O)C(C)(C)O)ccc1OC/C=C/c1ccccc1	-24%	?	-21%
CCOc1ccc(NC(=O)CSc2nnc(-c3cc(C)[nH]n3)n2N)cc1	12%	5%	0%
C=CCn1c(=O)c(C(=O)Nc2ccc(C)cc2)c(O)c2ccccc21	12µM*	18µM*	0%
CC1(c2ccccc2Cl)NC(=O)N(CC(=O)N2c3ccccc3NC(=O)C2(C)C)C1=O (stereo not given)	-21%	-9%	1%
CC(C)c1ccc2c(c1)C(c1cccs1)=NNC(c1ccncc1)=N2	-13%	-10%	?
Cc1ccc(C)c(N(CC(=O)NC2CCCC2)C(=O)CCC(=O)Nc2cc(C)on2)c1	-19%	3%	2%
Fc1ccc2cnc(-c3ccccc3F)cc2c1	-10%	-11%	-6%
Cc1cccc(C(=O)OCC(=O)N2CCCC2=O)c1O	12%	0%	-3%
COc1cccc(NC(=O)CCCn2nc(C)c3c(C)n(-c4ccccc4)nc3c2=O)c1	17%	-26%	-7%

3 structures from above, sorted by count of non-hydrogen atoms, high to low.
SMILES	DT40 TDP1 no CPT	TDP1 cell CPT	GCN5L2 inh
COc1ccc(CN(C)C(=O)Cc2ccc(OC)c(S(=O)(=O)N3CCOCC3)c2)cc1OC	34%[activator]	2%	-2%
CCCCc1nc(SCC(=O)Nc2ccc(S(N)(=O)=O)cc2)n[nH]1	-7%&-15%	-4%&0%	-1%&1%
N#CCCN(Cc1ccccc1)C(=S)NC(=O)c1ccccc1	9.2µM*	9.2µM*	-6%

The listing picks up with the two entries that preceded the break.
SMILES	DT40 TDP1 no CPT	TDP1 cell CPT	GCN5L2 inh
Cc1cccc(C(=O)OCC(=O)N2CCCC2=O)c1O	12%	0%	-3%
COc1cccc(NC(=O)CCCn2nc(C)c3c(C)n(-c4ccccc4)nc3c2=O)c1	17%	-26%	-7%
C=C(C)CN(CC)C(=O)COc1ccc(S(=O)(=O)Nc2ccc(OC)cc2)cc1	?	?	0%
COc1cc(Cl)ccc1OCc1cc(C(=O)N2CCCCC2c2cccnc2)no1 (stereo not given)	?	5.8µM*	-1%
COc1ccc2oc(=O)cc(CN3CCN(Cc4ccc(OC)c(OC)c4OC)CC3)c2c1	?	?	3%
Cc1ccc(S(=O)(=O)N(CC(=O)Nc2ccc3c(c2)OCO3)c2ccc(C)c(Cl)c2)cc1	?	16µM*	-12%
CCN(CC1CCCN(CCc2cccc(OC)c2)C1)C(=O)C=C(C)C (stereo not given)	0%	-9%	-4%
CCn1c(CNC(C)=O)nnc1SCC(=O)c1ccc(Br)cc1	-15%	-21%	-10%
O=C(NCc1cccc(Cl)c1)c1cc(COc2ccc3ncccc3c2)on1	21µM*	16µM*	-14%
CCCCc1nc2c(C)c(N)cnc2n1Cc1cccc([N+](=O)[O-])c1	?	-1%	0%
C=CCN=C1NN=C(c2cc(C)n(CCOC)c2C)CS1	-2%	-7%	-2%
COc1ccccc1C(=O)NNC(=O)c1ccc2ccccc2c1O	?	?	/

A portion from the list above:
SMILES	DT40 TDP1 no CPT	TDP1 cell CPT	GCN5L2 inh
CCCCc1nc2c(C)c(N)cnc2n1Cc1cccc([N+](=O)[O-])c1	?	-1%	0%
C=CCN=C1NN=C(c2cc(C)n(CCOC)c2C)CS1	-2%	-7%	-2%
COc1ccccc1C(=O)NNC(=O)c1ccc2ccccc2c1O	?	?	/

Further records
SMILES	DT40 TDP1 no CPT	TDP1 cell CPT	GCN5L2 inh
COCCN(CC(=O)Nc1cccc(C)c1C)C(=O)Cc1sc(C)nc1-c1ccc(F)cc1	-22%	0%	-1%
O=C(NCc1cccs1)c1ccc(CSc2nc3ccncc3n2Cc2cccc(F)c2)cc1	21µM*	?	-2%
O=C(OCC(=O)N(C1CCCCC1)C1CCCCC1)c1ccco1	-21%	?	1%
CCCCn1nc2cc(C(=O)NCc3ccccc3)ccc2c1OCC	?	?	?
O=C(Nc1ccc2c(c1)OCO2)c1cc(C2CCCCN2S(=O)(=O)Cc2ccccc2)on1 (stereo not given)	-25%	-10%	/
CCOC(=O)c1cc(-c2ccccc2)sc1NC(=O)C(C)OC(=O)c1ccncc1 (stereo not given)	18µM*	23µM*	-13%
Cc1ccc(CNC(=O)CCS(=O)(=O)c2ccc3c(c2)NC(=O)CO3)cc1	1%	?	0%
COc1cc(N2CCCC2)c(OC)cc1C=O	?	?	-11%
Cc1ccc(-c2csc3nnc(SCC(=O)NCc4ccc5c(c4)OCO5)n23)cc1	-13%	-15%	-21%
COc1cc2c(cc1OC)C1=NC(=O)CN1C(SCc1ccc(C)cc1)=N2	2.6µM*	6.5µM*	1%
NC1=NOC(=O)C1C1CCCCC1 (stereo not given)	18µM*	?	/
Cc1ccc(C)c(NC(=O)CN(C)C(=O)c2ccncc2)c1	18%	3%	-20%
O=C1COc2ccc(C(=O)NCc3ccc4c(c3)OCO4)cc2N1	?	-10%	-8%
CC(C)CCn1nnnc1C(c1ccccc1F)N1CCC(C(N)=O)CC1 (stereo not given)	?	-23%	-1%
NS(=O)(=O)c1cc(C(=O)NCCOc2ccccc2)c(Cl)cc1Cl	?	?	-1%
O=C(CCN1CCOCC1)NNC(=O)Nc1cccc(C(F)(F)F)c1	-3%	8%	2%
NC(=O)c1cc(S(=O)(=O)NCCc2ccc(Cl)cc2)cs1	5%	-12%	-2%
CCCc1ccc(C(O)c2ncc(-c3ccccc3C)[nH]2)cc1 (stereo not given)	?	?	/
O=c1oc2ccccc2n1Cc1cccc(F)c1	-22%	13%	0%
CN(C)C(/C=C/Nc1ccc(Br)cc1)=C(C#N)C#N	-1%	2%	-1%
CCN1CC(CN(C)Cc2nc(-c3cccs3)no2)CC1=O (stereo not given)	-9%	-5%	-16%
O=C1CCCN1c1ccc(S(=O)(=O)Oc2cccc(Cl)c2)cc1[N+](=O)[O-]	?	?	-4%
COc1ccc(NC(=O)CN(C)C(=O)c2cc3c(s2)CCC3)cc1	-13%	2%	?
CSc1ccc(C(=S)N2CCN(C(c3ccccc3)c3ccccc3)CC2)cc1	-19%	-25%	-12%
Cn1c(=O)c(-c2cccs2)nc2cnc(N3CCNCC3)nc21	-26%	-21%	?
O=C(c1ccccc1NS(=O)(=O)c1ccc(Br)cc1)N1CCOCC1	2%	-6%	-3%
CC(=O)/C=C(\C)Nc1ccc(-c2cnc(-c3ccccc3)o2)cc1	-25%	-1%	28µM*
COC(=O)Cc1c(C)c2cc3c(c(C)c2oc1=O)OCN(CCc1ccccc1F)C3	?	?	?
